Bioassay records deposited in PubChem BioAssay by several laboratories.
APP transl inh: APP translation inhibition; AID 1285; 190,000 tested, 0.82% active; inhibition, % at 2 µM; SH-SY5Y APP 5'UTR-luciferase reporter, luminescence;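 active = inhibition above a set limit, derived from the sample mean plus 3 SD, cut at about 45% in these data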; also: values of inactives mirror those of a sister screen read the other way
G6PDH CS: counter-screen for G6PDH assay hits: L. mesenteroides G6PDH inhibition; Purified L. mesenteroides G6PDH, diaphorase/resazurin coupled fluorescence, 45 min; inhibition, % at 5 µM; 200,000 tested, 0.12% active; in the data active = inhibition above about 50%
Hsp70 act: transcriptional activators of Hsp70; 200,000 tested, 0.04% active; activation, % at 10 µM; HeLa Hsp70 promoter luciferase reporter, luminescence; scaled: vehicle 0, proteasome-inhibitor control 100%;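 active = activation above the mean across all tested compounds plus 3 SD, cutoff set per campaign, cut at about 5.5% in these data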;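 also: 100% = MG132 at 30 µM as the positive control and 0% = DMSO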
HMGR II inh: blocks class II HMG-CoA reductase of Enterococcus faecalis. purified E. faecalis HMGR, NADPH absorbance 340 nm kinetic. inhibition, % at 10 µM. 190,000 tested, 0.41% active;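 active = inhibition above a set limit, the median over all tested compounds plus 3 SD, cut at about 9.5% in these data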;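 also: enzyme runs in reverse so mevalonate oxidation gives rising NADPH absorbance; 0% = complete reaction with DMSO and 100% = background rate lacking mevalonate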
APP 5'UTR act: APP 5'UTR luciferase reporter activation | SH-SY5Y APP 5'UTR luciferase reporter, luminescence; zero percent = DMSO vehicle wells | activation, % at 2 µM | 190,000 tested, 1% active;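 active = activation above a set limit, based on mean plus 3 SD of controls, cut at about 140% in these data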; also: values of inactives mirror those of a sister screen read the other way
FLuc inh counter: counter-screen for luciferase assay inhibitors: firefly luciferase inhibition; P08659; ATPLite firefly luciferase biochemical luminescence, 10 min; inhibition, % at 10 µM; 200,000 tested, 1.5% active;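 active = inhibition above about 50% when tested at 10 µM, limit read from the data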
Target sequence (P08659 whole entry, looked up): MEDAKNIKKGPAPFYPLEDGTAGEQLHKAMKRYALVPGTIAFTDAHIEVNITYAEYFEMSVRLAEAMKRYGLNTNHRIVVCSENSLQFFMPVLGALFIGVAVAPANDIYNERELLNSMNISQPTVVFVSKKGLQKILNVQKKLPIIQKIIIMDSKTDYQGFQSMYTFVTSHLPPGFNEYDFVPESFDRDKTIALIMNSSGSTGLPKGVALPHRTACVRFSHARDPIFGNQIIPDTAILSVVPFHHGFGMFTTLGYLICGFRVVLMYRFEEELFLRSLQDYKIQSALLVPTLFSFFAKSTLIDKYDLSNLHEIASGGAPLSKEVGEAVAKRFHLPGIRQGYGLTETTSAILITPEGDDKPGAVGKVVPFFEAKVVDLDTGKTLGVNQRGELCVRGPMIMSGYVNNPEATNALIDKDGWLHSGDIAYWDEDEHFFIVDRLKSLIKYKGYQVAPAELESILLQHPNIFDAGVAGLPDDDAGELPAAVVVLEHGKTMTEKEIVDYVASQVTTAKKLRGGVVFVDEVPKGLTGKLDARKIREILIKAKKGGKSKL
STAT1 activator: STAT1 signaling activation; 200,000 tested, 2.6% active; NIH 3T3 STAT1-luciferase reporter, IFN-gamma, luminescence; 100% = IFN-gamma alone, no compound; activation (% of control), % at 5.5 µM; AID 932;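 active = activation above the screen-wide mean activation plus 3 SD, cut at about 130% in these data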;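 also: raw ratio to IFN-gamma control signal so 100% means no change and 0% no light; values of inactives mirror those of a sister screen read the other way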
FLuc stim CS: affects firefly luciferase, flagging false hits in luciferase stimulation screens; ATPlite luciferase biochemical, luminescence, 10 min; 0 = ATP-free wells, 1 = DMSO control; activation factor at 10 µM; 200,000 tested, under 10 active; AID 1027;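 active = luciferase activation factor, scaled between plate controls, of at least 2 with compound at 10 µM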
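System: cell-free luciferase reagent; medium: PBS as buffer for the ATP substrate; doses: test compounds dosed from 2 mM stocks in 100% DMSO; incubation: 10 min, room temperature; measured by: luminescence from luciferase reaction; read-out: luciferase activation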
NF-kB expr up: raises NF-kB expression in human neuronal cells; 190,000 tested, 1.6% active; fold change at 12.5 µM; NF-kB reporter expression; active compounds read high; in the data active = fold change above about 3.3
Redox H2O2 prof: compounds producing H2O2 with reducing agent – biochemical, NIH compound library profiling, artefact control for MLSCN library redox annotation, primary screen; activation, % at 10 µM; 200,000 tested, 0.03% active; AID 878; DTT-dependent redox cycling H2O2, phenol red/HRP absorbance; 100% = 100 µM peroxide control, 0% = buffer;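 active = activation of at least 50% relative to the plate's high and low controls in the primary single-dose screen; inactive = activation below 50%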;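 also: compound incubated with DTT at 0.8 mM final as the reducing agent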
Numbers without * were called inactive; · = no result given.

SMILES	APP transl inh	G6PDH CS	Hsp70 act	HMGR II inh	APP 5'UTR act	FLuc inh counter	STAT1 activator	FLuc stim CS	NF-kB expr up	Redox H2O2 prof
Cc1ccc([N+](=O)[O-])cc1NC(=O)CN(C(=O)c1ccc(Cl)cc1)C1CCCCC1	-5	9	0.1	-1	5	-5	95	1.1	0.95	-4.5
COc1ccc(NC(=O)C(c2ccccc2)c2ccccc2)cn1	-21	4	-0.1	-5	21	-8	93	1.1	0.97	-0.4
CCCCC(c1nnnn1CCOC)N1CCN(C(=O)c2ccco2)CC1 (stereo unspecified)	2	0	-0.2	1	-2	-5	93	1	1.1	-2.1
Cc1c(O)c(CN2CCCCC2)cc2c3c(c(=O)oc12)CCC3	-12	5	-0.1	-2	12	1	102	1	1.4	1.3
O=C(NCC12CC3CC(CC(C3)C1)C2)c1cc2n(n1)C(C(F)(F)F)CC(c1ccco1)N2 (stereo unspecified)	-9	3	-0.4	-4	9	-10	96	1.1	1.1	2.5
CCOc1cccc2cc(-c3csc(NC(=O)CCC(=O)NCCN4CCCCC4C)n3)c(=O)oc12 (stereo unspecified)	-178	7	0.2	-4	178*	29	145*	0.7	6.8*	-0.6
COc1ccc(CC(=O)NCc2ccccn2)cc1OC	13	4	0.0	-3	-13	-8	102	1.1	1.2	-0.2
C=CCONC(=O)c1cc(OCC(F)(F)F)ccc1OCC(F)(F)F	-5	3	-0.1	-11	5	-8	106	1.1	1.1	-4.8
Cc1nnc(N(C)C(=O)c2ccncc2)s1	0	13	-0.2	1	0	-6	90	1.1	1.5	-0.4
COc1ccc(S(=O)(=O)Cc2ccc(C(=O)NC(C)C)o2)cc1	-10	15	-0.3	-8	10	-6	105	1.1	1.1	-0.2
N#Cc1nc(COc2ccccc2Cl)oc1N1CCCCCC1	9	2	-0.4	-9	-9	-2	95	1	1.1	-0.6
Cc1ccc(CN2CCN(Cc3ccc(O)cc3)CC2CCO)o1 (stereo unspecified)	2	11	-0.4	-10	-2	-1	96	1	1.2	0.2
COc1ccc(N(CC(=O)NCC2CCCO2)S(=O)(=O)c2c(C)noc2C)cc1 (stereo unspecified)	-6	5	-0.3	-5	6	-9	108	1.1	1.6	-0.2
c1ccn2cc(CSc3nnc4ccccn34)nc2c1	-94	8	0.2	1	94	-3	147*	1	2.3	1.0
COc1ccccc1N(CN1C(=O)c2ccccc2C1=O)C(=O)c1cccnc1	12	5	-0.4	2	-12	-5	106	1	1	-0.3
Cc1ccc(CSc2nnc(-c3ccc(S(=O)(=O)N4CCCC4)cc3)o2)cc1	-12	1	-0.2	-2	12	-4	101	1	0.92	3.9
CCC(CC)C(=O)Nc1c2cnn(-c3ccccc3)c2nc(=O)n1-c1ccccc1	-13	5	-0.2	1	13	-2	105	1	1.1	3.8
N#Cc1c(N)sc(=S)c2c1CCCCC2	2	-14	0.6	-3	-2	-10	96	1.1	1.2	-2.2
CCOC(=O)c1c(N)n[nH]c1-c1ccc(OC)cc1	-17	6	-0.7	-4	17	-7	94	1.1	1	0.6
c1ccc(CCc2ccccc2-c2nc(-c3cccnc3)no2)cc1	36	4	-0.3	0	·	-5	97	1	0.85	0.5
CCn1ncc(CN2CCN(Cc3ccc(OC)c(C)c3C)C(CCO)C2)c1C (stereo unspecified)	-22	8	-0.3	6	22	-2	106	1	1	-0.3
COc1ccc(Cn2c(C)c(C)c(C#N)c2NC(=O)Nc2ccc(Cl)cc2)cc1	-12	10	-0.3	11*	12	0	101	1	0.99	-7.5
Cc1ccc(C(=O)/C=C/c2ccco2)c(O)c1	-23	0	0.2	-4	23	14	95	0.9	1.6	-0.2
CCOC(=O)C1C(=O)Nc2nc3ccccc3n2C1C(C)C (stereo unspecified)	-7	4	-0.1	-1	7	-5	100	1	1.2	-0.2
N#CCCn1cc(C=C(C#N)C#N)c(-c2ccc(Cl)cc2)n1	-2	4	-0.1	-4	1	-2	90	1	·	-1.1
Cc1ccc(C=Nc2ccccc2C(=O)Nc2ccccc2)cc1	19	0	-0.3	-4	-19	-7	101	1.1	1.1	-0.2
CCOC(=O)c1ccc(NC(=O)c2ccc(OC(C)C)c(OC)c2)cc1	0	9	-0.4	1	0	-5	99	1.1	0.96	-0.1
O=C(COc1ccc(S(=O)(=O)N2CCCCC2)cc1)N1CCCCCC1	-7	-7	-0.3	-3	7	-6	100	1.1	1	2.3
CC(=O)N(Cc1ccccc1)Cc1nc2sc(C)c(C)c2c(=O)[nH]1	-8	12	-0.1	-6	8	0	100	1	0.95	-0.4
CCN1CCN(CCCN(Cc2ccco2)C(=S)Nc2cccc(Cl)c2C)CC1	-17	-4	-0.4	-11	17	-9	99	1.1	0.98	-1.3
COC(=O)C1=C(C)N(CCc2ccccc2)C(=O)/C1=C\c1ccco1	-9	-6	-0.7	-2	9	2	93	1	1.1	-0.2
Cc1ccc(S(=O)(=O)N2CCCC(C(=O)Nc3ccc(C(=O)O)cc3)C2)cc1Cl (stereo unspecified)	-18	-4	0.4	0	18	1	93	1	1.2	-1.4
O=C(O)C1CC(=O)N(c2ccc(Br)cc2)C1 (stereo unspecified)	-8	24	0.0	-2	8	-3	101	1	1.2	2.6
CC1=C(C(=O)OCCNC(=O)c2cccnc2)C(c2cccc([N+](=O)[O-])c2)C(C(=O)OCCN(C)C)=C(C)N1 (stereo unspecified)	0	2	0.1	-4	0	-6	94	1.1	0.72	-0.1
CC1CC(=O)c2cnc(NCc3ccco3)nc2C1 (stereo unspecified)	7	6	0.2	-5	-7	1	108	1	1.3	0.9
CCOC(=O)Cc1csc(NC(=O)COc2ccc(N(C)S(=O)(=O)c3ccc(C)cc3)cc2)n1	9	9	0.0	3	-9	-3	93	1	0.93	0.0
CCn1c(SCC(=O)c2ccc3c(c2)Cc2ccccc2-3)nnc1-c1ccc(N)cc1	-13	10	-0.4	3	13	-4	91	1	1.2	4.0
CCOC(=O)C1=C(C)NC(SCC(N)=O)=C(C#N)C1c1cccs1 (stereo unspecified)	-7	3	0.2	0	7	-2	99	1	1.2	1.8
COc1ccccc1C(=O)NCCCn1cc(Br)c(C)n1	-3	0	-0.6	-1	3	-8	101	1.1	1.1	0.3
COc1ccc(NC(=O)CSCc2ccccc2C)cc1	-2	12	-0.3	0	2	-6	112	1.1	1.8	-0.7
Cc1cc(=O)[nH]c(SCC(=O)Nc2ccccc2C#N)c1C#N	2	6	0.4	-1	-2	-7	104	1.1	1.2	0.1
O=[N+]([O-])c1cccc(/C=N\N2CCN(Cc3ccccc3Cl)CC2)c1	1	11	0.1	3	-1	-6	108	1.1	1.5	0.2
Cc1cc(C)cc(NC(=O)C2CCCN2/C=C/C(=O)C(F)(F)F)c1 (stereo unspecified)	20	-5	-0.4	-8	-20	-8	95	1.1	0.98	0.7
COc1cccc(NC(=S)NCc2ccncc2)c1	18	-3	-0.5	4	-18	-2	96	1	0.93	-0.1
O=c1nc(SCc2cccc(C(F)(F)F)c2)nc2ccccn12	10	8	-0.2	-4	-10	-6	93	1.1	1	0.5
CC(C)NC(=O)C(=O)c1cn(C)c2ccccc12	2	1	0.0	-5	-2	-1	103	1	1.3	-1.2
CCCNC(=O)/C=C/C(=O)O	-10	4	-0.2	2	10	-3	104	1	1.4	-0.2
O=C(COC(=O)CC1CC2CCC1C2)Nc1cccc(S(=O)(=O)NC2=NCCCCC2)c1 (stereo unspecified)	-6	1	-0.3	1	6	1	98	1	1	-0.5
O=C(NC1CCCC1)C1CCN(C(=O)NCc2ccccc2)CC1	-5	11	0.1	-1	5	-9	99	1.1	0.87	-0.4
CC[C@@H](C)[C@H](NS(=O)(=O)c1ccc(C)cc1)C(=O)N1CCC(C(=O)NCC(=O)O)CC1	5	6	-0.2	-2	-5	-2	95	1	1.1	2.1
Cc1ccc(C(=O)NN(CCC(=O)NC(C)(C)C)C2=NS(=O)(=O)c3ccccc32)cc1	-18	-8	-0.4	1	18	-7	94	1.1	1.1	-0.4
CC1CCC/C(=N/Nc2nc3ccccc3s2)C1 (stereo unspecified)	-140	6	0.2	-3	140*	72*	138*	0.3	1.3	-2.5
COc1cc(/C=c2\sc3nc(-c4ccncc4)nn3c2=O)ccc1OC(C)=O	1	8	-0.1	-1	-1	28	107	0.7	1.4	-3.6
c1ccc(COc2ccc(OCCOCCn3cncn3)cc2)cc1	-154	-8	-0.1	1	154*	41	120	0.6	3.6*	-0.1
CCc1ccc2c(c1)C1(NN=C(c3cccc4ccccc34)S1)C(=O)N2 (stereo unspecified)	11	11	-0.3	0	-11	-7	99	1.1	2.5	-0.2
COc1cc(/C=C(\NC(C)=O)C(=O)NC(C)(C)CC(C)(C)C)ccc1OC(C)=O	-15	11	-0.2	-5	15	-1	101	1	0.97	0.3
Cc1cccc(NC(=O)CN2C(=O)S/C(=C\c3cccn3-c3cccc(C(=O)O)c3)C2=O)c1	8	10	-0.1	-10	-8	-4	93	1	1.1	-0.5
COc1ccnc(Oc2cc(Cl)cc(Cl)c2)c1C#N	5	6	0.0	-3	-5	-1	99	1	1.1	-1.0
CCOC(=O)/C=C(\C)Nc1cc(C)nn1-c1ccccc1	14	12	0.0	-3	-14	-2	102	1	1.2	-3.1

Molecules above that contain a Cl atom, in the order listed:
SMILES	APP transl inh	G6PDH CS	Hsp70 act	HMGR II inh	APP 5'UTR act	FLuc inh counter	STAT1 activator	FLuc stim CS	NF-kB expr up	Redox H2O2 prof
Cc1ccc([N+](=O)[O-])cc1NC(=O)CN(C(=O)c1ccc(Cl)cc1)C1CCCCC1	-5	9	0.1	-1	5	-5	95	1.1	0.95	-4.5
N#Cc1nc(COc2ccccc2Cl)oc1N1CCCCCC1	9	2	-0.4	-9	-9	-2	95	1	1.1	-0.6
COc1ccc(Cn2c(C)c(C)c(C#N)c2NC(=O)Nc2ccc(Cl)cc2)cc1	-12	10	-0.3	11*	12	0	101	1	0.99	-7.5
N#CCCn1cc(C=C(C#N)C#N)c(-c2ccc(Cl)cc2)n1	-2	4	-0.1	-4	1	-2	90	1	·	-1.1
CCN1CCN(CCCN(Cc2ccco2)C(=S)Nc2cccc(Cl)c2C)CC1	-17	-4	-0.4	-11	17	-9	99	1.1	0.98	-1.3
Cc1ccc(S(=O)(=O)N2CCCC(C(=O)Nc3ccc(C(=O)O)cc3)C2)cc1Cl (stereo unspecified)	-18	-4	0.4	0	18	1	93	1	1.2	-1.4
O=[N+]([O-])c1cccc(/C=N\N2CCN(Cc3ccccc3Cl)CC2)c1	1	11	0.1	3	-1	-6	108	1.1	1.5	0.2
COc1ccnc(Oc2cc(Cl)cc(Cl)c2)c1C#N	5	6	0.0	-3	-5	-1	99	1	1.1	-1.0

Structural class, the compounds so far containing a tert-butyl group
SMILES	APP transl inh	G6PDH CS	Hsp70 act	HMGR II inh	APP 5'UTR act	FLuc inh counter	STAT1 activator	FLuc stim CS	NF-kB expr up	Redox H2O2 prof
Cc1ccc(C(=O)NN(CCC(=O)NC(C)(C)C)C2=NS(=O)(=O)c3ccccc32)cc1	-18	-8	-0.4	1	18	-7	94	1.1	1.1	-0.4
COc1cc(/C=C(\NC(C)=O)C(=O)NC(C)(C)CC(C)(C)C)ccc1OC(C)=O	-15	11	-0.2	-5	15	-1	101	1	0.97	0.3

Rows were taken by chance; any-hit rate near 5.3%.
